Screening results deposited in PubChem BioAssay by National Center for Advancing Translational Sciences (NCATS).
ELG1 DNA repair: inhibitors of ELG1-dependent DNA repair in HEK293T cells. hit rate 2.3% among 330,000. AID 504467. HEK293T ELG1-luciferase reporter, luminescence, 16 h; DNA damage induced by 5-fluorouridine. Potency, µM (titrated, usually from 46.1 µM), for inactives: top-dose activity change, negative = inhibition, actives largely listed as inhibitors; also: potency is read from the fitted curve at half-maximal effect; % is scaled to controls: 0 for no effect and ±100 for the full control effect; nearly all actives have a fitted effect of over 55% in size
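Luminescence from the luciferase reporter, measured 30 min after ONE-Glo reagent at room temperature, was the read-out. Beforehand, 2,000 cells per well were exposed for 16 hr at 37 °C to 5-fluorouridine together with compound or vehicle.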
Mito fusion act: inhibitors of mitochondrial division or activators of mitochondrial fusion; S. cerevisiae fusion-defective mutant growth rescue, CellTiterGlo 48 h; Potency, µM (top dose mostly 46.1 µM), without a hit: top-dose growth rescue (activation), most hits filed as activators; hit rate 0.23% among 320,000; AID 485298;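 also: potency is read from the fitted curve at half-maximal effect; % of control where 0% means no effect; nearly all actives have a fitted effect of over 45% in size; temperature-sensitive fusion mutants such as fzo1-1 at 37 °C on non-fermentable ethanol glycerol medium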
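Temperature-sensitive fusion-defective S. cerevisiae (e.g. fzo1-1, mgm1-5) were grown with compound in YPEG medium (3% ethanol, 3% glycerol) for 48 hours at 37C. Growth rescue was measured as viability by CellTiterGlo luminescence after 10 minutes at ambient.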
B2AR arrestin: agonists driving beta-arrestin recruitment to human beta2-adrenergic receptor | Potency, µM (series often up to 46.1 µM), inactives show at the highest dose activation, most hits filed as activators | hit rate 0.02% among 330,000 | beta-arrestin recruitment to beta2AR, cell-based reporter | AID 492947 | P07550;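 also: potency is read from the fitted curve at half-maximal effect; 0% = DMSO controls and full agonism = EC100 isoproterenol or metaproterenol; nearly all actives have a fitted effect of over 65% in size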
Eya2 inh: blocks the phosphatase activity of human Eya2. recombinant Eya2, OMFP fluorescence dephosphorylation (OMFP is methylfluorescein phosphate). hit rate 0.006% among 330,000. Potency, µM (doses to about 76.9 µM), without a hit: at the highest dose activity, negative = inhibition, hits mostly inhibitors. AID 488837; also: potency is read from the fitted curve at half-maximal effect; % is scaled to controls: 0 for no effect and ±100 for the full control effect
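Eya2 protein (added as 0.2 uM solution) was preincubated with compound for 10 min at ambient temperature in 50 mM HEPES pH 7.5, 50 mM NaCl, 5 uM MgCl2, 0.05% BSA, 1 mM DTT. OMFP (added at 50 uM) then reacted 10 min; fluorescence read at 485/525 nm.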
Chronic BCR inh: blocks chronic active B-cell receptor signaling; ABC-DLBCL IkBa-CBG/CBR reporter, luminescence ratio, 4 h; Potency, µM (doses to about 46.1 µM), for inactives: at the highest dose ratio change, negative = lower green/red ratio, usual class: inhibitors; hit rate 0.05% among 340,000; active = well fitted inhibition curve with a large enough effect in the signal ratio, with a control signal flat, not every such curve was filed as active; inconclusive = small, poorly fitted or top-dose-only effect, or effect the other way, or a change in a side signal; the % refers to the signal ratio;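 also: potency is read from the fitted curve at half-maximal effect; plate controls were basal doxycycline-induced cells for no effect and cells given 10 µM MG132 for full effect; MG132 reads +100%, hits lower the ratio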
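Compounds up to 46 uM were incubated four hours with TMD8 cells whose green CBG68 luciferase is fused to IkappaBalpha; red CBR luminescence normalised the signal, and concentration-effect curves were fitted to fusion, red and ratio data.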
Tb PFK inh: T. brucei PFK enzyme inhibition; O15648; T. brucei PFK, ADP-Glo luminescence; Potency, µM (series often up to 57.5 µM), without a hit: at the top dose activity, negative = inhibition, actives largely listed as inhibitors; hit rate 0.17% among 330,000; AID 485367;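 also: potency is read from the fitted curve at half-maximal effect; 0% = uninhibited 1x PFK enzyme wells and -100% = no-enzyme wells; nearly all actives have a fitted effect of over 60% in size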
Target sequence (O15648 whole entry, looked up): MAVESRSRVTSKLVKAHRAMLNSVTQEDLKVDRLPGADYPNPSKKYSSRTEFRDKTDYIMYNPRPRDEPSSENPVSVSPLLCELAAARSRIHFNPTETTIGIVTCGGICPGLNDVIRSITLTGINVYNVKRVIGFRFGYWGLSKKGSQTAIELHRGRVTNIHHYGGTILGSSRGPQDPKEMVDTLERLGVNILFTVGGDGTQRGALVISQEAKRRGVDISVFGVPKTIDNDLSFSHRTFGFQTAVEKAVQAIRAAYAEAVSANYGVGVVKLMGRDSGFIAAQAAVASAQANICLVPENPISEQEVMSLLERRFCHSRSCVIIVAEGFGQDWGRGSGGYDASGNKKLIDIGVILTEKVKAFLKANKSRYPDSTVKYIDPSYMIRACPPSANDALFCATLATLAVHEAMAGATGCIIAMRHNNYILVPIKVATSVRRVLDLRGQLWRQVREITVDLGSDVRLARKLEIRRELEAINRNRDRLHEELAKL
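PFK 1.25 nM, F6P 0.5 mM, ATP 0.1 mM, 0.1 M TEA pH 8.0, 5 mM MgCl2, 0.01% Tween20, 0.1% BSA; 45 min RT. ADP-Glo readout. qHTS titration up to 57 uM; curves fitted, compounds curve-classed.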
TSHR antagonist: blocks TSH signaling through the human TSH receptor. TSHR-expressing cells, TSH-stimulated cAMP HTRF, 2 h; stronger effect = lower value. hit rate 0.2% among 330,000. activity change, negative = inhibition, % at 11.5 µM. AID 504810. P16473;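 active = activity change below a set negative limit, meaning inhibition stronger than a set level, cut at about -70% in these data; inconclusive = activity change between two set negative limits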; also: % is scaled to controls: 0 for no effect and ±100 for the full control effect
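Competitive HTRF cAMP read-out (cryptate anti-cAMP antibody, cAMP-d2; 30 min, room temperature) in freshly harvested TSHR cells. Compounds added before TSH at EC80 (4nM final), followed by 2 hours' incubation at 37 deg C.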
TCR act: activators of T cell receptors; 330,000 tested, under 10 active; AID 504894; Potency, µM (doses to about 9.22 µM), for inactives: at the top dose activation of IL-2 secretion, most hits filed as activators; primary human leukocytes, anti-CD3, IL-2 HTRF, 48 h; also: % of control where 0% means no effect
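Primary human leukocytes were stimulated with a-CD3 beads plus compounds for 48 hr without co-stimulation; secreted IL-2 was quantified by HTRF using a-IL-2-K (europium cryptate) and a-IL-2-d2, excited at 320nm with acceptor emission read at 665nm.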
USP2a inh: USP2a (human) protease inhibition. hit rate 0.01% among 330,000. USP2 core, Ub-CHOP2 coupled fluorogenic reporter, 485/531. Potency, µM (highest dose often 38.3 µM), for the others: at the top dose activity change, negative = inhibition, actives largely listed as inhibitors. O75604;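 also: potency is read from the fitted curve at half-maximal effect; plate controls were DMSO wells for no effect and full inhibition by NEM control for full effect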
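Cell-free coupled assay: 10nM USP2 core preincubated 30min RT with compound in Tris-HCl pH 8.0/CaCl2/CHAPS buffer, then 25nM Ub-CHOP2 and 25nM reporter substrate; fluorescence (Ex 485/Em 531) read after 60min RT, normalized to NEM inhibition, concentration-response curves fitted.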
TSG101-PTAP inh: blocks PTAP/TSG101 interaction to inhibit HIV-1 budding | Q99816 | Fluorescence polarization, FITC-PTAP peptide / Tsg101 binding | Potency, µM (highest dose often 115 µM), without a hit: at the highest dose activity change, negative = inhibition, most hits filed as inhibitors | 340,000 tested, under 10 active | AID 493005; active = well fitted inhibition curve with a large enough effect in the main read-out, with a control signal flat, not every such curve was filed as active; inconclusive = small, poorly fitted or top-dose-only effect, or effect the other way, or a change in a side signal; inactive = no such curve, though single readings can be large or run the other way; also: potency is read from the fitted curve at half-maximal effect; % of control where 0% means no effect
Target sequence (Q99816 whole entry, looked up): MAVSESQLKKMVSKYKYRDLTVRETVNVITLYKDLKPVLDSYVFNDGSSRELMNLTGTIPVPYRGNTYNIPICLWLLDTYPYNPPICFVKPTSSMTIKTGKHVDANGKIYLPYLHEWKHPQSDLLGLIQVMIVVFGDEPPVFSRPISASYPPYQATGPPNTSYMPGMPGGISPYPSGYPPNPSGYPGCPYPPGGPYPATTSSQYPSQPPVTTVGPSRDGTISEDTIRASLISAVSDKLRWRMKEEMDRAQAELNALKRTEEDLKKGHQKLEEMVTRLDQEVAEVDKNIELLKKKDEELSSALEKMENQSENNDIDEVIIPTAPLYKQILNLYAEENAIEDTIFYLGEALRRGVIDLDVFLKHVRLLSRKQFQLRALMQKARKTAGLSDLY
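Compounds were pin-transferred onto Tsg101 binding domain (10 uM final) in HEPES pH 7.5 buffer, then FITC-PTAP peptide was added at 50 nM final. After 20 min at RT, polarization reported peptide displacement across a qHTS concentration series.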
uPA generation: inhibitors of cell surface uPA generation. cell surface uPA generation assay, qHTS. hit rate 0.31% among 330,000. Potency, µM (top dose mostly 38.3 µM), inactives show at the top dose activity change, negative = inhibition, usual class: inhibitors; active = well fitted inhibition curve with a large enough effect; inconclusive = small, poorly fitted or top-dose-only effect; inactive = no such curve, though single readings can be large or run the other way; tested in mouse RAW 264.7 cells; also: potency is read from the fitted curve at half-maximal effect; % is scaled to controls: 0 for no effect and ±100 for the full control effect; nearly all actives have a fitted effect of over 55% in size
Active calls of the source: *; ? = inconclusive; · = no result given; & = joins results of further samples; [ ] = remark or other dose. Unless noted, calls follow the shape of the dose curve; as a rule, active = well fitted curve in the direction sought with a large enough effect; inconclusive = small, poorly fitted or top-dose-only effect, or another doubt; inactive = no such curve, though single readings can be large; an effect the other way counts as inactive or inconclusive.

Order of values: ELG1 DNA repair | Mito fusion act | B2AR arrestin | Eya2 inh | Chronic BCR inh | Tb PFK inh | TSHR antagonist | TCR act | USP2a inh | TSG101-PTAP inh | uPA generation
CO[C@H]1/C=C/O[C@@]2(C)Oc3c(C)c(O)c4c(O)c(c(C=NN5CCN(C)CC5)c(O)c4c3C2=O)NC(=O)/C(C)=C\C=C\[C@H](C)[C@H](O)[C@@H](C)[C@@H](O)[C@@H](C)[C@H](OC(C)=O)[C@@H]1C
→ -11% | -4% | -1.1% | 5% | ? | -5% | 4 | -4% | 3% | -2% | ?
COC(=O)c1cc2sccc2n1CC(=O)N1CCCc2ccccc21
→ -30% | 26% | 0.0% | -29% | 13% | 0% | 5 | · | -6% | -4% | -1%
O=C(CN1CCN(C(=O)c2ccco2)CC1)Nc1cccc(S(=O)(=O)N2CCCC2)c1
→ -2% | 0% | -0.6% | 1% | 0% | -7% | 1 | -4% | 1% | -4% | -28%
COc1ccc(-c2cc(C(F)(F)F)nc(-n3cncn3)n2)cc1
→ ? | 2% | 9.6% | -18% | 30% | 1% | 7 | -4% | 6% | -5% | -1%
CCN(Cc1ccccc1)Cc1c(C)[nH]c2c(C)c(C)ccc2c1=O
→ 1% | -2% | 0.4% | -4% | 2% | -1% | 1 | 5% | -1% | 0% | 1%
O=C(COC(=O)C1CC1)NC(=O)c1ccccc1
→ 7% | 0% | -0.1% | -12% | -1% | -5% | 2 | -1% | 2% | -2% | 5%
COc1ccc(S(=O)(=O)N2CC(=O)Nc3ccccc32)cc1Cl
→ -2% | 4% | 7.1% | 1% | -2% | 1% | -3 | · | 2% | -1% | 0%
CCOC(=O)CSc1nc2c(c(=O)[nH]1)C(C)(CC)Cc1ccccc1-2 (stereo unspecified)
→ -9% | -6% | -0.1% | -6% | ? | 4% | -5 | -1% | -1% | -1% | -6%
O=C(NCCc1ccccc1)/C(=N\O)c1ccccc1
→ ? | 4% | -0.1% | 10% | ? | -3% | -2 | -1% | 1% | 1% | -5%
Cc1cc(-c2onc(C)c2C(=O)Oc2ccc(Cl)cc2)no1
→ -8% | -4% | 0.1% | -22% | 1% | 2% | -2 | -10% | -3% | -7% | 5%
CCc1nnc(NS(=O)(=O)c2ccc(NC(=O)c3cc4ccccc4oc3=O)cc2)s1
→ 15% | 1% | 2.4% | -2% | 5% | -15% | -3 | -3%[46.1 µM] | 1% | · | ·
COc1ccc(N2CCN(CC(O)COc3ccc(C)c(C)c3)CC2)cc1 (stereo unspecified)
→ -6% | -31% | 0.5% | 7% | -7%&-9% | 13% | 8 | 3% | 5% | -4% | 2%
O=C(Nc1cccs1)Nc1c(F)cc(F)cc1Br
→ 6% | 2% | -0.1% | 3% | 1% | -2% | 4 | 5%[46.1 µM] | 0% | -2% | 7%
N#Cc1nc(Cc2cccc3ccccc23)oc1N1CCCCC1
→ ? | ? | 0.3% | -3% | ? | -5% | -6 | -45% | -2% | -2% | 8%
O=C(Nc1nonc1NC(=O)C1CCCCC1)C1CCCCC1
→ ? | -1% | 0.1% | -31% | -1% | -6% | -5 | 9% | 1% | -8% | -3%
CC(=O)c1cc(C)ccc1OC(=O)CCN1C(=O)C2C3c4ccccc4C(c4ccccc43)C2C1=O (stereo unspecified)
→ 1% | 0% | 0.3% | 4% | 0% | 3% | 14 | 3% | -1% | 3% | ·
COc1ccc(S(=O)(=O)NCCc2c(C)nn(C)c2Oc2ccccc2)cc1
→ -30% | -15% | -0.3% | 7% | -2% | 6% | -5 | · | 0% | -9% | -4%
O=C(Nc1nccs1)c1ccccc1[N+](=O)[O-]
→ 7% | 0% | -0.5% | -1% | ? | 0% | 8 | 1%[46.1 µM] | 6% | -1% | 5%
Cc1cc(C)c(C#N)c(N2CCN(C(=O)C3COc4ccccc4O3)CC2)n1 (stereo unspecified)
→ ? | 7% | 0.0% | 6% | ? | -2% | -16 | 2% | -1% | -5% | 7%
Cc1ccc(C(C(=O)NC2CCCCC2)N2CCOCC2)cc1 (stereo unspecified)
→ 17% | 7% | 0.2% | 3% | -24% | -4% | 7 | 5% | 3% | -4% | -3%

Next section; the last 3 above are carried over.
Order of values: ELG1 DNA repair | Mito fusion act | B2AR arrestin | Eya2 inh | Chronic BCR inh | Tb PFK inh | TSHR antagonist | TCR act | USP2a inh | TSG101-PTAP inh | uPA generation
O=C(Nc1nccs1)c1ccccc1[N+](=O)[O-]
→ 7% | 0% | -0.5% | -1% | ? | 0% | 8 | 1%[46.1 µM] | 6% | -1% | 5%
Cc1cc(C)c(C#N)c(N2CCN(C(=O)C3COc4ccccc4O3)CC2)n1 (stereo unspecified)
→ ? | 7% | 0.0% | 6% | ? | -2% | -16 | 2% | -1% | -5% | 7%
Cc1ccc(C(C(=O)NC2CCCCC2)N2CCOCC2)cc1 (stereo unspecified)
→ 17% | 7% | 0.2% | 3% | -24% | -4% | 7 | 5% | 3% | -4% | -3%
Clc1nc(NC2CCCC2)nc(N2CCOCC2)n1
→ -7% | 0% | -0.4% | 4% | 6% | -1% | -11 | -2% | -1% | -1% | -7%
O=C1C(=O)N(c2cccc(Cl)c2)C(c2ccccc2[N+](=O)[O-])/C1=C(\O)c1ccccc1 (stereo unspecified)
→ ? | -1% | -0.2% | -3% | ? | 3% | 12 | 2% | 2% | -8% | ·
O=C(CSc1nc2ccccc2c(=O)[nH]1)Nc1ccccc1N1CCOCC1
→ -4% | 1% | 0.2% | 4% | ? | -4% | -6 | 1% | 1% | -1% | -2%
COc1ccc2oc(=N)c(-c3nnc4n3CCCCC4)cc2c1
→ ? | 1% | -0.1% | -8% | ? | 3% | -5 | -2% | 1% | -3% | -5%
CCCOc1cccc(C2C(C(=O)c3cccs3)=C(O)C(=O)N2CCN2CCOCC2)c1 (stereo unspecified)
→ 1% | 5% | -0.1% | 15% | -1% | -2% | -3 | -1% | 2% | -1% | -3%
CN1/C(=C\C=C(C#N)C#N)C(C)(C)c2ccccc21
→ 9% | 5% | 0.1% | -2% | 6% | 3% | -5 | -3% | 2% | ? | -4%
COc1cc2c(cc1OC)C(C)N(C(=O)Nc1ccccc1)CC2 (stereo unspecified)
→ ? | -10% | 0.0% | 23% | ? | -1% | -1 | 1% | 1% | -5% | -9%
CCn1c(C)c(CS(=O)(=O)c2ccccc2)[nH]c1=O
→ 5% | 16% | -0.2% | -16% | ? | ? | 25 | 7% | 2% | -2% | -14%
CC(NC(=O)CCCCCNC(=O)N1CCn2c1nc1ccccc12)c1ccccc1 (stereo unspecified)
→ ? | -2% | 0.2% | 5% | 1% | -15% | 13 | -4% | 2% | -5% | 3%
COC(=O)Cc1ccc(NC(=O)c2ccc3c(c2)C(=O)N(CC2CCCO2)C3=O)cc1 (stereo unspecified)
→ -16% | -1% | 0.4% | 2% | 5% | 1% | -15 | -3% | -1% | -2% | -13%
Cc1ccccc1-c1nc(CS(=O)(=O)CC(=O)NCCN2CCOCC2)c(C)o1
→ 1% | -2% | -0.2% | -8% | -10% | -2% | -2 | -7% | -1% | 0% | 7%
CCN1CCN(C(=O)c2ccc(COc3cccc(Cl)c3)o2)CC1
→ ? | 5% | 0.1% | 9% | -25% | -4% | 1 | 5% | 4% | 1% | 7%
COc1cc(-c2nnc(-c3ccccc3)o2)cc(OC)c1OC
→ 23µM* | 11% | -0.5% | 4% | ? | -1% | 18 | -1%[46.1 µM] | 1% | 0% | -3%
CC(=O)c1ccc(NC(=O)c2cccs2)cc1
→ ? | 1% | 0.3% | 13% | ? | 2% | -3 | -5% | -7% | -15% | -13%
CCCCC1CCC(C(=O)OCC(=O)Nc2ccc(S(N)(=O)=O)cc2)CC1 (stereo unspecified)
→ 12% | -3% | 5.6% | -17% | -8% | -3% | 11 | -3%[46.1 µM] | 3% | -7% | 5%
COc1ccc(NC(=S)N(Cc2ccc(C)cc2)Cc2ccccn2)cc1
→ ? | -1% | -0.3% | 4% | ? | -1% | 1 | 3% | 2% | -3% | 6%
